Pol eta inh – inhibitors of human DNA polymerase eta. AID 588591. recombinant Pol eta, fluorescent DNA replication assay. Potency, µM (top dose mostly 114 µM), inactives show top-dose activity change, negative = inhibition, actives largely listed as inhibitors. actives 1.2% (n = 390,000); note: % is set by controls: 0 for no effect and ±100 for the full control effect
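Fluorescent replication assay: 50 nM final substrate added after a 15 min room-temperature compound preincubation with 10 nM enzyme. Signal taken at 0 min and again at 10 min.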
APEX1 inh – inhibitors of human APE1 endonuclease; P27695; recombinant APE1, TAMRA/BHQ-2 abasic DNA cleavage fluorescence; Potency, µM (series often up to 65.8 µM), for the others: top-dose activity change, negative = inhibition, hits mostly inhibitors; actives 0.35% (n = 350,000);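 note: plate controls were vehicle for no effect and reference inhibitor for full effect; nearly all actives have a fitted effect of over 55% in size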
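APE1 at 0.75 nM preincubated 15 min at room temperature with compound. Reaction then started with 50 nM double-stranded THF-abasic substrate labelled with TAMRA/BHQ-2, and 525/598 nm fluorescence read kinetically. Activity taken as third-minus-first read difference, normalized to DMSO and NSC13755 controls.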
POLI inh – blocks human DNA polymerase iota activity; Pol iota fluorescent replication assay, 10 min; Potency, µM (titrated, usually from 115 µM), inactives show top-dose activity, negative = inhibition, hits mostly inhibitors; Q9UNA4; actives 1% (n = 390,000); AID 588590
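Fluorescent replication assay read twice, at 0 min and 10 min after adding 50 nM (final) substrate. Enzyme (10 nM) and compounds were first incubated 15 min at room temperature; enzyme-free buffer wells were negative controls.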
Pol kappa inh – DNA polymerase kappa (human) inhibition; Potency, µM (highest dose often 107 µM), for inactives: at the top dose activity, negative = inhibition, usual class: inhibitors; purified Pol kappa, fluorescent DNA synthesis assay, 10 min; actives 0.53% (n = 400,000); Q9UBT6; note: % is set by controls: 0 for no effect and ±100 for the full control effect
Target sequence (Q9UBT6 whole entry, looked up): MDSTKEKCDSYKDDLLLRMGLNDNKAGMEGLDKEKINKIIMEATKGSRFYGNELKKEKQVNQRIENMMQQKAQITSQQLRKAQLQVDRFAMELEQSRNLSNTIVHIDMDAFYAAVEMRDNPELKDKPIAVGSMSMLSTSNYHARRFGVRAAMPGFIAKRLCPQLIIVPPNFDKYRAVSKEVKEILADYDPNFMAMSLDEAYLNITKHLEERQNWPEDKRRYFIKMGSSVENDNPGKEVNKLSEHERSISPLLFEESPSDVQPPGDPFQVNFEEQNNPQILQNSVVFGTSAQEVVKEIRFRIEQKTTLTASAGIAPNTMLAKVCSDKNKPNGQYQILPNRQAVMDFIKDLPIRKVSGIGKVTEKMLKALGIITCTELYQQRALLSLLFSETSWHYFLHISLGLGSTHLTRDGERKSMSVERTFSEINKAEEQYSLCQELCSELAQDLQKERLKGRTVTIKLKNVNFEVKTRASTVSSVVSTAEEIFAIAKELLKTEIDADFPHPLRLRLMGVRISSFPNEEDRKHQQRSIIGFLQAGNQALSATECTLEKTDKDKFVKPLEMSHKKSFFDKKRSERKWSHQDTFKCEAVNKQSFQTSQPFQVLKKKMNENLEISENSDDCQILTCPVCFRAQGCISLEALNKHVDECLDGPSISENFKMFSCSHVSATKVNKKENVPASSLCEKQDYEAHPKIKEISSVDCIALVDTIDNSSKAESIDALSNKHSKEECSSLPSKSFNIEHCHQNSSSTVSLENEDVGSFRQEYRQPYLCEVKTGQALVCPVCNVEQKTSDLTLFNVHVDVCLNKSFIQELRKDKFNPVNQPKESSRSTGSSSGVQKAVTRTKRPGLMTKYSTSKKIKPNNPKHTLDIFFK
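Kinetic fluorescence screen: compound preincubated 15 min RT with 10 nM enzyme; 50 nM substrate (final) initiates; reads at 0/10 min.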
BAZ2B block – BAZ2B (human) inhibition. Q9UIF8. AlphaScreen BAZ2B-H3K14Ac peptide displacement. Potency, µM (doses to about 114 µM), without a hit: at the highest dose activity change, negative = inhibition, hits mostly inhibitors. actives 4.4% (n = 360,000); note: % is set by controls: 0 for no effect and ±100 for the full control effect; nearly all actives have a fitted effect of over 60% in size
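Protein-peptide AlphaScreen: BAZ2B 50 nM, b-H3K14Ac 50 nM, 1x PBS pH 7.4 + 0.01% Tween-20. Preincubation 30 min RT; cpd 30 min RT (top 110 uM); beads 20 min RT, light-protected.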
POLB inh – DNA polymerase beta (human) inhibition; Pol beta primer extension/strand displacement, fluorescence kinetic; Potency, µM (titrated, usually from 114 µM), inactives show at the highest dose activity change, negative = inhibition, usual class: inhibitors; actives 1.3% (n = 340,000); AID 485314; P06746; note: % is set by controls: 0 for no effect and ±100 for the full control effect
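Curves were derived by four-parameter Hill fits of normalized qHTS data. The kinetic fluorescent primer-extension read was taken at 0 and 10 min after 50 nM substrate, following a 15 min room-temperature preincubation of 10 nM enzyme with compounds.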
JMJD2A Tudor – JMJD2A Tudor domain (human) inhibition; Potency, µM (top dose mostly 114 µM), for the others: top-dose activity change, negative = inhibition, usual class: inhibitors; actives 4.4% (n = 390,000); AlphaScreen JMJD2A-Tudor / H3K4me3 peptide binding; note: % is set by controls: 0 for no effect and ±100 for the full control effect; nearly all actives have a fitted effect of over 50% in size
BLM inh – Bloom syndrome helicase (human) inhibition; P54132; recombinant BLM DNA unwinding, fluorescence dequenching; Potency, µM (titrated, usually from 56.1 µM), without a hit: top-dose activity change, negative = inhibition, hits mostly inhibitors; actives 0.2% (n = 350,000); AID 2528;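 note: plate controls were vehicle for no effect and no enzyme for full effect; nearly all actives have a fitted effect of over 35% in size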
G9a inh – inhibitors of human histone lysine methyltransferase G9a | Potency, µM (titrated, usually from 102 µM), for the others: top-dose activity, negative = inhibition, most hits filed as inhibitors | G9a H3K9 monomethylation, AlphaScreen, 2 h | actives 8.8% (n = 350,000) | Q96KQ7 | AID 504332; note: % is set by controls: 0 for no effect and ±100 for the full control effect; nearly all actives have a fitted effect of over 75% in size
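Readings reflect AlphaScreen signal from monomethyl-H3K9 antibody detection. HMT at 20 nM; substrate b-H3K9 500 nM; cofactor SAM 20 uM; 2 h RT reaction; compounds tested as titrations in qHTS with 15 min preincubation.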
Starred values were filed as active, the others as inactive; u = inconclusive; x = not tested or not shown; & = joins results of further samples; [ ] = dose if it differs, or a comment. Calls come from the whole dose curve; as a rule, active = well fitted curve in the direction sought with a large enough effect; inconclusive = small, poorly fitted or top-dose-only effect, or another doubt; inactive = no such curve, though single readings can be large; an effect the other way counts as inactive or inconclusive. Potency is the fitted concentration of half-maximal effect.

SMILES	BAZ2B block	POLB inh	APEX1 inh	Pol kappa inh	POLI inh	G9a inh	Pol eta inh	BLM inh	JMJD2A Tudor
Cc1cccc(-n2ncc3c(Nc4ccc(C)c(Cl)c4)ncnc32)c1	47%[activator]	0%	x	2%[60.1 µM]	30%[activator]	10%[59 µM]	-17%	-5%	-18%
Cc1c(C(=O)NC2CCCCC2C)oc2ccccc12 (stereo unspecified)	-11%	20%	3%	-2%	35%[activator]	x	-17%	-6%	12%
CC(=O)c1ccc(S(=O)(=O)NCCC(=O)NC(C)c2ccncc2)cc1 (stereo unspecified)	-2%	x	4%	u	u	3%[2.33 µM]	u	x	-16%
Cc1cc2nc(SCCOC(=O)Nc3ccccc3)nc(C)c2cc1C	6%	-10%	-6%	-17%	17%	23%[59 µM]	-28%	-12%	-3%
CCN(CC)C(=O)c1cc2c(=O)n3ccccc3nc2s1	-2%	22%	4%	5%	73%[activator]	-7%	1%	-5%	-8%
CCN=C1SC(C(=O)Nc2ccc(OCC)cc2)CC(=O)N1CC (stereo unspecified)	x	15%	-2%	1%	2%	-38%	-11%	-1%	-15%
CC1(C(=O)NC2CCCCCCC2)CC1(Cl)Cl (stereo unspecified)	4%	8%	17%	-7%	-4%	-22%[59 µM]	-2%	1%	0%
CC1(C(=O)O)CCC(C(=O)Nc2ccccc2)C1(C)C (stereo unspecified)	-6%	18%	2%	-9%	14%	-35%	-6%	-6%	-13%
O=C1CC(NS(=O)(=O)c2ccc3ccccc3c2)CN1c1ccccc1 (stereo unspecified)	1%	x	4%	1%	2%	-5%	0%	x	-16%
Cc1cccc(-c2nc3c(c(SCC(=O)N4CCCC4)n2)COC(C)(C)C3)c1	-24%	-1%	56%[activator]	8%	32%[activator]	6%	-7%	1%	-7%
COc1ccc(OC)c(CCNC(=O)CCCn2c(=O)c3cccn3c3ccccc32)c1	-8%	0%	x	9%	16%	-2%[59 µM]	-2%	-1%	-7%
Cc1cc(C)cc(NC(=O)c2cccc(NC(=O)c3ccco3)c2)c1	x	x	x	8%	-3%	x	-3%	x	-27%
CC(C)[C@H](NC(=O)N1CCn2c1nc1ccccc12)C(=O)NC1CC1	-8%	48%	2%	-11%	4%	x	-13%	-1%	-18%
O=C(O)c1cc(NN=C2c3ccccc3-c3ccccc32)ccc1Cl	u	50µM*	-14%	u	u	45µM*	22µM*	7%	-33%
CCN(CC)CCCNC(=O)c1cc(Nc2ccc(OC)cc2OC)nc2ccccc12	u	0%	-7%	12%	35%[activator]	8%	-7%	1%	u
O=C(OCC#CCSc1nnc(-c2cccc3ccccc23)o1)c1cnc[nH]1	u	x	6%&-4%	-5%	u	-4%[12.7 µM]	-8%	x	-34%
Cc1cccc(N2CCN(C(=O)C(Cc3ccccc3)NC(N)=O)CC2)c1C (stereo unspecified)	-27%	35%	-13%	-13%	21%	5%[2.33 µM]	-23%	-5%	-20%
CC(C)c1ccc(NC(=O)c2cc3c(=O)oc4ccccc4c3s2)cc1	-2%	26%	x	-2%	14%	7%[59 µM]	-18%	-1%	-14%
COc1ccc(C(C)(C)C)cc1NC(=O)COC(=O)c1ccc([N+](=O)[O-])o1	u	-17%	-4%	-5%[60.1 µM]	u	40µM*	23%	-4%	20µM*
CC1(C)CC(=O)C2=C(C1)Oc1nc3ccccc3cc1C2C(C#N)C#N (stereo unspecified)	u	3%	19%	-6%	5%	-10%[0.0925 µM]	-5%	-5%	-12%[11.4 µM]
O=C(COC(=O)CC12CC3CC(CC(C3)C1)C2)Nc1ncc(Cl)cc1Cl	-11%	u	-4%	-18%	-12%	-21%	u	-10%	-20%
Cc1ccc(CSc2nc(=O)c3c(n2C)NC(=O)CC3c2ccc(OC(C)C)cc2)cc1 (stereo unspecified)	-5%	1%	x	-21%	-21%	-6%[59 µM]	-7%	-1%	-2%
CCOC(=O)CNC(=O)CSc1nnc(-c2c[nH]c3ccccc23)n1CC	-11%	-12%	-1%	-6%	16%	-8%	-10%	-1%	-6%
CC1=C(c2ccc(C(C)C)cc2)S(=O)(=O)N=C1N1CCC(C(=O)NCc2ccccc2)CC1	-3%	8%	x	-23%	14%	14%[59 µM]	x	0%	-1%
Cc1ccccc1S(=O)(=O)NNC(=O)C(=O)NNc1ccccn1	u	-22%	-2%	8%	-5%	12%	-11%	-2%	-23%

Given with two lines to a compound: part of the list above.
Value order: BAZ2B block, POLB inh, APEX1 inh, Pol kappa inh, POLI inh, G9a inh, Pol eta inh, BLM inh, JMJD2A Tudor
> CC(C)c1ccc(NC(=O)c2cc3c(=O)oc4ccccc4c3s2)cc1
 : -2%, 26%, x, -2%, 14%, 7%[59 µM], -18%, -1%, -14%
> COc1ccc(C(C)(C)C)cc1NC(=O)COC(=O)c1ccc([N+](=O)[O-])o1
 : u, -17%, -4%, -5%[60.1 µM], u, 40µM*, 23%, -4%, 20µM*

Further compounds follow.
SMILES	BAZ2B block	POLB inh	APEX1 inh	Pol kappa inh	POLI inh	G9a inh	Pol eta inh	BLM inh	JMJD2A Tudor
Cc1onc(-c2ccccc2)c1C(=O)N1CCN(c2ncccn2)CC1	-33%	12%	-5%	0%	18%	-3%	-12%	-1%	-4%
CN(Cc1cnccn1)C(=O)CC1C(=O)NCCN1Cc1cccc(F)c1 (stereo unspecified)	-6%	19%	-16%	-17%	37%[activator]	x	-1%	-3%	-23%
O=C(NC1CCCCC1)C(c1ccccc1)N(C(=O)c1csnn1)C1CC1 (stereo unspecified)	4%	39%	2%	-6%	21%	13%	-16%	-4%	6%
Cc1cc(C)n2nc(CCc3ccccc3)nc2n1	12%	32%	2%	-9%	4%	14%	5%	-1%	-12%
CCOc1nc(-c2ccccc2Cl)ccc1C#N	247%[activator]	2%	0%	-7%	8%	77%[activator][59 µM]	-10%	-6%	192%[activator]
O=C(Cn1[nH]c(=O)c2ccccc2c1=O)OCC(=O)c1ccc(Br)cc1	11%	x	-14%	-3%	30%[activator]	-1%	1%	x	-5%
Cc1ccc(C(=O)COC(=O)C(Cc2c[nH]c3ccccc23)NC(=O)c2ccc(C(C)(C)C)cc2)cc1 (stereo unspecified)	-9%	14%	x	-18%[60.1 µM]	-22%	u	-9%	-8%	-31%
CCCCNC(=O)c1cc(C)no1	8%	14%	-2%	9%[60.1 µM]	-2%	7%	-1%	-9%	-16%
Cc1ccccc1CN1CCN(CC2CC3C=CC2C3)CC1 (stereo unspecified)	22µM*	0%	0%	1%	u	3.2µM*	-1%	-3%	5.6µM*
COc1ccc(N2CCN(CCCNC(=O)CC3Oc4ccc(C)cc4NC3=O)CC2)cc1 (stereo unspecified)	u	-2%	-7%	-9%	-2%	35µM*	2%	4%	u
COc1cccc(/C=C/C(=O)NNC(=O)CCN2CCN(Cc3ccccc3)CC2)c1	-18%	20%	-7%	2%	3%	-34%[12.7 µM]	-13%	-5%	-16%
Fc1ccc(NC(=S)Nc2ccc3nccnc3c2)cc1	-17%	15%	-4%	3%	76%	40µM*	-10%	-13%	-16%
NC(=O)c1nnn(-c2ccc([N+](=O)[O-])cc2)c1-c1ccccc1	-3%	5%	-3%	-10%	43%[activator]	x	-15%	-2%	-28%
CC(C)c1ccc(CNC(=O)C(=O)Nc2nccs2)cc1	-5%	-8%	-1%	7%	66%[activator]	7.1µM*	1%	-2%	u
CCOC(=O)C1CCCN(C2CCN(Cc3nc(-c4ccccc4)no3)CC2)C1 (stereo unspecified)	-3%	-4%	-2%	-19%	65%[activator]	x	-4%	-6%	-17%
O=[N+]([O-])c1ccc2nc(NCCCO)nc(-c3ccccc3)c2c1	-4%	1%	10%	-4%	7%	0%[59 µM]	-24%	-3%	u
O=C(c1cc(C(F)(F)F)cc(C(F)(F)F)c1)N1CCC2(CC1)CN(c1ncccn1)C2	x	x	2%	-19%[60.1 µM]	x	0%[12.7 µM]	x	2%	x
COc1ccc(S(=O)(=O)N2CCCC2)cc1C(=O)O	26%	7%	8%	-10%	-13%	x	0%	6%	-4%
COc1cc(C=O)ccc1Oc1ccc(S(=O)(=O)N2CCOCC2)cc1[N+](=O)[O-]	x	x	28%	-18%	83%[activator]	x	-10%	x	-29%
COc1ccc(NC(=O)N(C)C[C@H]2Oc3c(NC(=O)C4CC4)cccc3C(=O)N([C@H](C)CO)C[C@@H]2C)cc1	x	x	0%	8%	-4%	x	-14%	x	-4%
CCOC(=O)CC1C(=O)NCCN1C(=O)c1ccc(Cl)c(Cl)c1 (stereo unspecified)	3%	9%	23%	-5%	34%[activator]	-5%	-7%	-1%	-17%
O=C(CSc1nc2c(c(=O)n1-c1ccc(Br)cc1)SCC2)Nc1nccs1	-4%	-1%	-5%	0%	-11%	x	-16%	-1%	3%
COc1cc(OC)c(NC(c2nnc(-c3ccccc3)o2)c2ccc(F)cc2Cl)cc1Cl (stereo unspecified)	u	-9%	x	-10%	13%	11µM*	u	-7%	u
CCOC(=O)N1CCC(NC(=O)CCN2C(=O)C3C4C=CC(C4)C3C2=O)CC1 (stereo unspecified)	7%	0%	2%	4%	-12%	-7%[12.7 µM]	-12%	0%	-15%
CC1CCCCN1C(=O)COC(=O)c1ccc(=O)n(Cc2ccccc2)n1 (stereo unspecified)	-4%	x	24%	5%	31%[activator]	23%[2.33 µM]	-4%	x	-1%

Two successive records already listed:
SMILES	BAZ2B block	POLB inh	APEX1 inh	Pol kappa inh	POLI inh	G9a inh	Pol eta inh	BLM inh	JMJD2A Tudor
COc1ccc(S(=O)(=O)N2CCCC2)cc1C(=O)O	26%	7%	8%	-10%	-13%	x	0%	6%	-4%
COc1cc(C=O)ccc1Oc1ccc(S(=O)(=O)N2CCOCC2)cc1[N+](=O)[O-]	x	x	28%	-18%	83%[activator]	x	-10%	x	-29%

Screens deposited in PubChem BioAssay by National Center for Advancing Translational Sciences (NCATS).

An excerpt. The share of hits here may be higher or lower than overall.
